Compound activity deposited in PubChem BioAssay by National Center for Advancing Translational Sciences (NCATS).
APE1 inh: APE1 (human) endonuclease inhibition | recombinant APE1, TAMRA/BHQ-2 abasic DNA cleavage fluorescence | Potency, µM (series often up to 65.8 µM), inactives show top-dose activity change, negative = inhibition, hits mostly inhibitors | 350,000 tested, 0.35% active | AID 2517;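 further: potency means the concentration at half of the fitted maximal effect; plate controls were vehicle for no effect and reference inhibitor for full effect; nearly all actives have a fitted effect of over 55% in size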
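APE1 at 0.75 nM preincubated 15 min at room temperature with compound. Reaction then started with 50 nM double-stranded THF-abasic substrate labelled with TAMRA/BHQ-2, and 525/598 nm fluorescence read kinetically. Activity taken as third-minus-first read difference, normalized to DMSO and NSC13755 controls.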
ERG-DNA inh: ERG Ets/DNA interaction inhibition. P11308. fluorescence polarization, His-ERG Ets domain / labelled DNA. Potency, µM (doses to about 76.9 µM), without a hit: top-dose FP activity, negative = inhibition, usual class: inhibitors. 370,000 tested, 0.028% active; active means well fitted inhibition curve with a large enough effect in the polarisation, with a control signal flat; inconclusive means small, poorly fitted or top-dose-only effect, or effect the other way, or a change in a side signal; inactive means no such curve, though single readings can be large or run the other way; the % refers to the polarisation;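 further: polarization taken with two DNA probes labelled with fluorescein and Texas red; potency means the concentration at half of the fitted maximal effect; % of control where 0% means no effect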
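His-tagged ERG Ets domain (1 uM in the protein solution; 300mM KCl, 50mM Tris-HCl, 1mM EDTA, 1mM DTT, pH 7.5) received compound, then a probe mix of 5 nM fluorescein-DNA and 100nM Texas-615-DNA. Fluorescence polarization was read for both dyes.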
Pol eta inh: blocks human DNA polymerase eta activity; Potency, µM (doses to about 114 µM), for inactives: at the top dose activity change, negative = inhibition, usual class: inhibitors; recombinant Pol eta, fluorescent DNA replication assay; 390,000 tested, 1.2% active; Q9Y253; AID 588591; further: potency means the concentration at half of the fitted maximal effect; on the % scale 0 is the no-effect control and ±100 the full control effect
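Pol eta (10 nM) was preincubated with compounds for 15 min at room temperature, after which fluorescent replication substrate (50 nM final) was added to start the reaction. Fluorescence was read kinetically at 0 and 10 min.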
Apoferritin bind: binds horse apoferritin like a general anesthetic; apoferritin/1-aminoanthracene competitive binding, fluorescence; Potency, µM (titrated, usually from 77.5 µM), inactives show at the top dose activity change, negative = displacement, usual class: inhibitors; 350,000 tested, 0.074% active; AID 485281; further: potency means the concentration at half of the fitted maximal effect; on the % scale 0 is the no-effect control and ±100 the full control effect; nearly all actives have a fitted effect of over 20% in size
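Probe: 1-aminoanthracene (50% saturated, PBS). Protein: horse-spleen apoferritin, 10 uM. Incubation: 10 min, room temperature. Detection: 380 nm excitation, 535 nm emission. Analysis: normalized response, four-parameter Hill.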
POLK inh: DNA polymerase kappa (human) inhibition. Potency, µM (titrated, usually from 107 µM), without a hit: at the highest dose activity, negative = inhibition, usual class: inhibitors. purified Pol kappa, fluorescent DNA synthesis assay, 10 min. Q9UBT6. 400,000 tested, 0.53% active; further: potency means the concentration at half of the fitted maximal effect; on the % scale 0 is the no-effect control and ±100 the full control effect
Target sequence (Q9UBT6 whole entry, looked up): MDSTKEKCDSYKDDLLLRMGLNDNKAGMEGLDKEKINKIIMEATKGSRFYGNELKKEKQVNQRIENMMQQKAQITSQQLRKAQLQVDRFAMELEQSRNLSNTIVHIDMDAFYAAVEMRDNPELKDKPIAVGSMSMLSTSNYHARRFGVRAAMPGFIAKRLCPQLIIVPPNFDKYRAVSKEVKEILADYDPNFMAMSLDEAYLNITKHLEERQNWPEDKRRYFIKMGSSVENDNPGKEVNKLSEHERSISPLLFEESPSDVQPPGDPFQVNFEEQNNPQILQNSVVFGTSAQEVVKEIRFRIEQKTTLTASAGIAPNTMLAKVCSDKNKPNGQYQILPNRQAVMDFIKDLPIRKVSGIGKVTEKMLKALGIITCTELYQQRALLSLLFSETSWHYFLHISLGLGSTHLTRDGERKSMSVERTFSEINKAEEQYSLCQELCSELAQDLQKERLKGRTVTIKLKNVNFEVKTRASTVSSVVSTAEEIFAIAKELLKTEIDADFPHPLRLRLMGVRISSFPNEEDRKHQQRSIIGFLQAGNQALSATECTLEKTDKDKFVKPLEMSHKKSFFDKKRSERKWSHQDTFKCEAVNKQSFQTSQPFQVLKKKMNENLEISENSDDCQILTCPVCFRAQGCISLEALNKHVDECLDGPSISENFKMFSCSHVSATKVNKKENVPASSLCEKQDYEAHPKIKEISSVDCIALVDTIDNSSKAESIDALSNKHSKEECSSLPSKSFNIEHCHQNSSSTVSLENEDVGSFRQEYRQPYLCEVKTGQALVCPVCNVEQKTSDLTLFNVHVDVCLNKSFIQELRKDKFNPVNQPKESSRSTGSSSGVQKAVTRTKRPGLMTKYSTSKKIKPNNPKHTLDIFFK
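Enzyme at 10 nM met test compounds for 15 min at room temperature. Substrate addition (50 nM final) began the reaction, which was monitored by fluorescence at 0 and 10 min.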
POLB inh: DNA polymerase beta (human) inhibition | Pol beta primer extension/strand displacement, fluorescence kinetic | P06746 | 340,000 tested, 1.3% active | Potency, µM (top dose mostly 114 µM), inactives show top-dose activity change, negative = inhibition, most hits filed as inhibitors; further: potency means the concentration at half of the fitted maximal effect; on the % scale 0 is the no-effect control and ±100 the full control effect
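Pol beta (10 nM) and compounds were preincubated 15 min at room temperature, then 50 nM substrate (final) started primer extension/strand displacement. Reads were taken at 0 and 10 min; concentration-response data were fitted to a four-parameter Hill equation.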
LDHA inh: LDHA (human) enzyme inhibition; P00338; purified LDHA, NADH/diaphorase-resazurin fluorescence; active compounds read low; activity change, % (values are at about 110 or 230 µM); 480,000 tested, 0.15% active; AID 1347041; in the data active means activity change below about -30%; inconclusive means mostly about -25% to -30%;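 further: plate controls were DMSO wells for no effect and wells without enzyme for full effect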
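LDH5 2 nM; NADH 0.06 mM, pyruvate 0.2 mM; 200 mM Tris pH 7.4, EDTA, Tween-20; 5 min RT. Detection: diaphorase 0.133 mg/mL + resazurin 37 µM, fluorescence ex540/em590 at 0 and 20 min; normalized to enzyme-free and DMSO wells.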
ALOX12 inh: ALOX12 (human) lipoxygenase inhibition; P18054; purified 12hLO, xylenol orange hydroperoxide absorbance; Potency, µM (titrated, usually from 108 µM), without a hit: at the highest dose activity change, negative = inhibition, usual class: inhibitors; 580,000 tested, 1.1% active; AID 1671190; further: potency means the concentration at half of the fitted maximal effect; on the % scale 0 is the no-effect control and ±100 the full control effect
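Hydroperoxide product was detected by ferrous iron/xylenol orange as the 573 to 405 nm absorbance ratio. Arachidonic acid at 40 uM (final) was turned over for 30 min at room temperature by 150 nM human 12hLO, pH 7.0 Hepes buffer, after 15 min compound preincubation.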
RGS4 inh: inhibitors of human regulator of G protein signaling 4; P49798; Transcreener GDP fluorescence polarization, RGS4-accelerated GTP hydrolysis; Potency, µM (highest dose often 114 µM), inactives show at the highest dose activity change, negative = inhibition, hits mostly inhibitors; 390,000 tested, 0.039% active; further: potency means the concentration at half of the fitted maximal effect; on the % scale 0 is the no-effect control and ±100 the full control effect; nearly all actives have a fitted effect of over 75% in size; some results filed as inactive show a strong effect at the top dose
Target sequence (P49798 whole entry, looked up): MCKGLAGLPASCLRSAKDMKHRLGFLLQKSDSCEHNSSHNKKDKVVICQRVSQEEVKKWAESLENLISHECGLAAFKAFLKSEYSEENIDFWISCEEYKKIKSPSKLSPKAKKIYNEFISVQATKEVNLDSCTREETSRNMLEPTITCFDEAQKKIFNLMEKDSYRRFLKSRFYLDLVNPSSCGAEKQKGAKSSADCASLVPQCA
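MLSMR compounds (23 nl, pin-transferred) preincubated 10 min at room temperature with a 500nM (2x) first reagent, then RGS4 at 900nM (2x) plus Transcreener GDP mix added; fluorescence polarization (620/688 nm) read before and after 90 min at 30 °C.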
Starred values were filed as active, the others as inactive; ? = inconclusive; nt = no result given; & = joins results of further samples; [ ] = remark or other dose. Unless noted, the call rests on the fitted dose curve; in most records, active means well fitted curve in the direction sought with a large enough effect; inconclusive means small, poorly fitted or top-dose-only effect, or another doubt; inactive means no such curve, though single readings can be large; an effect the other way counts as inactive or inconclusive.

SMILES	APE1 inh	ERG-DNA inh	Pol eta inh	Apoferritin bind	POLK inh	POLB inh	LDHA inh	ALOX12 inh	RGS4 inh
Cc1c(NC(=O)c2ncn[nH]2)cccc1-c1nc2ccccc2s1	3.6%	-3.2%	-10.2%	-9.7%	-3.8%	1.5%	-23.4	-19.1%	10.9%
COC(=O)C1CCN(C(=O)c2ccc3nc(-c4cccc(OC)c4)oc3c2)CC1	20.8%	-1.5%	1.1%	-14.2%	-2.2%	15.8%	1.2	58.3%[activator]	18.5%
CCC(CC)C(=O)N1CCc2cc(OC)c(OC)cc2C1COc1ccccc1OC (centres undefined)	nt	-1.9%	-9.8%	-13.5%	-10.4%[60.1 µM]	14.2%	-1.5	-21.5%	0.8%
CCSC1=C(C#N)C(c2cccc(Br)c2)CC(=O)N1 (centres undefined)	25.4%	nt	-8.7%	4.2%	-7.6%	10.0%	-5.0	-38.9%	-10.9%
CN(C)CCNc1cc(-c2ccncc2)nc2ccccc12	-0.7%	-4.5%	-5.6%	-3.9%	-12.6%	?	10.4	-17.6%	-16.1%
O=[N+]([O-])c1cccc(-c2ccc(C(=S)N3CCN(c4ccc(F)cc4)CC3)o2)c1	-7.1%	5.4%	0.3%	-15.0%	-10.0%	-21.9%	-6.8	-27.2%	-23.5%
Cc1ccccc1N(C)S(=O)(=O)c1nnc(NC(=O)c2ccccc2F)s1	21.3%	8.0%&-2.9%	?	-17.0%&-4.5%	-29.0%&-6.4%	?	-0.6&-8.0	-0.6%&-3.1%	-2.8%&1.7%
CSCCC(NC(=O)c1ccco1)C(=O)NCCc1ccc(F)cc1 (centres undefined)	6.9%	0.2%	-3.0%	nt	-7.5%	nt	-6.9	403.1%[activator]	11.8%
COc1ccc(S(=O)(=O)N2CCCC(C(=O)NCC3CCCO3)C2)cc1Cl (centres undefined)	1.5%	-5.9%	-12.5%	-6.4%	0.0%	37.7%	-7.3	-7.9%	-24.6%
Cc1ccccc1NC(=O)c1ccc(C)c(S(=O)(=O)Nc2cccnc2)c1	9.2%	10.2%	-16.0%	-2.8%	3.3%	11.6%	2.0	-5.9%	-9.7%
Cc1ccc2nc(N(CCCN(C)C)C(=O)CS(=O)(=O)c3ccccc3)sc2c1	9.5%	1.5%	-4.9%	nt	-3.6%	nt	-0.6	?	10.5%
CC(C)N(C(=O)Cn1cc(S(=O)(=O)CC(=O)NC2CCCCC2)c2ccccc21)C(C)C	-3.3%	-3.1%	-1.8%	-14.7%	-7.6%	-14.0%	-3.6	13.4%	-13.3%
O=C1C=CC(=O)N1c1ccc(O)cc1	1.1%	-6.5%	-0.4%	-1.3%	-10.3%	1.0%	-14.4	-6.7%	?
C=CCn1c(=O)/c(=C2/SC(C)=C(C)N2CC)s/c1=C1/C(=O)N(CC)C(=S)N1c1ccccc1	10.3%	-4.8%	-10.5%	-11.5%	-14.6%	4.4%	-3.1	3.5%	-5.5%
O=C(Cn1nc(-c2ccccc2)ccc1=O)NCC1CCCO1 (centres undefined)	-2.1%	-0.5%	-6.1%	?	-3.1%	10.4%	-0.9	22.4%	-4.8%
CN(C)c1ccc(-n2cc3c(=O)n(C)c(=O)n(C)c3c2)cc1	-0.1%	-13.5%	?	-2.6%	-1.5%	-1.2%	1.1	0.0%	-18.0%
COc1ccc(C(=O)C(C)OC(=O)CCN2C(=O)C3CC=CCC3C2=O)cc1 (centres undefined)	0.8%	-2.2%	-6.1%	nt	-3.3%	nt	-9.2	12.5%	28.1%
Cc1nc2nc(-c3ccccc3)nn2c(C)c1C	nt	-13.0%	0.4%	nt	3.2%	nt	-3.1	0.0%	23.6%
Oc1ccc(-n2nnnc2SCc2c(F)cccc2Cl)cc1	-19.8%	5.8%	-12.0%	-10.4%	-12.9%	-7.2%	-8.1	?	-6.0%
CN(CC(=O)Nc1ccccc1Cl)C(=O)COC(=O)C1=COCCO1	43.5%[activator]	-26.8%	-10.7%	nt	-4.4%	nt	-1.1	-12.9%	-20.4%
CCOc1ccc(CN(Cc2ccco2)C(c2cccs2)c2nnnn2C(C)(C)C)cc1 (centres undefined)	-2.4%	-2.9%	-5.7%	59.4%[activator]	-4.5%	3.7%	-1.9	-14.5%	11.9%
O=C(CCc1ccccc1)N/N=C\c1cc2c(cc1Br)OCO2	-13.7%	-2.6%	-24.1%	-21.2%	-12.7%	36.2%	-2.8	246.2%[activator]	-9.1%
CC1CCC/C(=C\Nc2ccc(C(=O)O)cc2)C1=O (centres undefined)	1.6%	2.9%	-14.1%	-3.6%	-9.6%	3.2%	-4.4	-4.3%	2.1%
Cc1ccc2occ(CN3CCN(c4ccccc4)CC3)c(=O)c2c1	-1.6%	-9.4%	4.0%	-12.4%	-0.1%	-1.1%	-2.8	?	-0.6%
COc1ccc(C2/C=C\CN(CC(C)C)CC(=O)N2Cc2cccc(F)c2)cc1 (centres undefined)	1.9%&-6.4%	1.3%	-18.9%	-18.5%[110 µM]	4.1%	nt	3.4	?	-8.4%
(next part)
SMILES	APE1 inh	ERG-DNA inh	Pol eta inh	Apoferritin bind	POLK inh	POLB inh	LDHA inh	ALOX12 inh	RGS4 inh
CCOC(=O)c1ccc(NS(=O)(=O)c2c(C)nc3sccn3c2=O)cc1	5.2%	-7.7%	-13.9%	-16.3%	-0.4%	21.6%	-2.1	9.0%	3.1%
CCN(CC)C(=O)CSc1nnc(SCc2ccc(Cl)cc2)s1	1.5%	-1.0%	4.8%	?	-13.0%	2.4%	-9.2	0.0%	11.7%
O=C(CCC(=O)c1cccs1)OCC(=O)N1CCN(C(=O)c2ccco2)CC1	-2.4%	4.7%	?	-14.5%	?	3.4%	5.4	-2.7%	-10.4%
COC(=O)c1cc(-c2ccc(Br)cc2)on1	-1.9%	-6.0%	-4.9%	-8.1%	-12.8%	18.3%	-8.3	37.5%	-28.8%
COc1ccccc1NC(=O)Nc1nnc(CC(=O)Nc2ccccc2C)s1	8.0%	0.9%	-17.4%	8.0%	-5.1%	?	3.3&-5.5	-56.2%&2.7%	-16.1%
Cc1ccc2cc(NC(=O)c3cccc(F)c3)ccc2n1	-7.6%	-12.8%	-6.3%	-1.9%	-4.4%	?	-1.2	?	-10.9%
CCC(CC)C(=O)Nc1cccc(-c2ccc3nncn3n2)c1	22.3%	-9.3%	-21.1%	-4.5%	-15.9%	18.8%	-11.0	14.0%	7.1%
COC(=O)C1CCN(C(=O)Cc2c(OC)ccc3cc(Br)ccc23)CC1	5.6%	23.8%	-2.7%	-6.5%	0.2%	3.7%	0.0	-9.9%	0.0%
CCOc1cc(/C=C2\NC(=O)NC2=O)ccc1OC(C)C(=O)O (centres undefined)	-3.6%	12.8%	-15.5%	4.3%	5.3%	8.3%	2.1	-2.1%	-29.5%
Cc1nn(CC(=O)NC2CCC(C)CC2)c(=O)c2c1sc1ccccc12 (centres undefined)	nt	-3.0%	16.7%	0.8%	1.2%	13.0%	-2.1	-20.6%	41.4%
Cc1cccc(C(C)C)c1NC(=O)c1ccc2c(c1)CCCN2S(C)(=O)=O	nt	0.0%	-15.8%	-1.1%	2.1%	37.7%	3.0	-12.0%	13.6%
CC(C)CNS(=O)(=O)c1ccc(S(=O)(=O)N2CCN(CCC#N)CC2)cc1	-3.2%	7.3%	-8.0%	-1.5%	0.7%	0.7%	-2.7	225.1%[activator]	-5.9%
N#CC1=C(N)Oc2n[nH]c(-c3cccnc3)c2C1c1ccc([N+](=O)[O-])o1 (centres undefined)	-5.2%	16.5%	28.2µM*	-7.1%	?	-2.1%	11.8	6.2%	-11.2%
CN(C)CCNC(=O)C1CCCNC1=O (centres undefined)	0.3%	3.8%	-16.5%	-4.2%	2.1%	27.3%	-4.9	-12.6%	7.1%
CC(=O)c1ccc(N(CC(=O)NC2CCS(=O)(=O)C2)S(=O)(=O)c2ccc(Cl)cc2)cc1 (centres undefined)	30.3%	-5.1%	5.9%	nt	2.7%	nt	-13.7	?	-13.0%
Cc1cccc(C(=O)NC(=S)N2CCc3ccccc3C2)c1	4.7%	1.8%	-19.3%	-13.6%	-4.6%	8.4%	-2.9	?	-51.4%
O=C1/C(=C/c2cccc([N+](=O)[O-])c2)CCc2ccccc21	2.0%	nt	?	-17.0%	-9.0%	16.7%	-4.6	-6.4%	-26.5%
O=C1OCCC1Sc1nnc(-c2ccco2)o1 (centres undefined)	3.6%	1.0%	-15.9%	-7.5%	-15.9%	2.3%	-0.1	0.0%	-42.8%
Cc1nc2ccc([N+](=O)[O-])cc2s1	-4.1%	-1.0%	-19.1%	-7.5%	4.4%	4.2%	5.6	?	16.3%
O=S(=O)(Cc1ccccc1)NCC1CCCN(Cc2ccc3nonc3c2)C1 (centres undefined)	17.5%	-8.3%	-19.6%	-22.9%	-11.6%	36.0%	-2.2	-3.0%	-10.8%

Look-ups from the results shown.
`Cc1ccc2cc(NC(=O)c3cccc(F)c3)ccc2n1` in APE1 inh has -7.6%
`CCC(CC)C(=O)Nc1cccc(-c2ccc3nncn3n2)c1` in ALOX12 inh has 14.0%

An excerpt (hit frequency here may not be typical).
